Source: PubChem
MgcRacGAP inhibition: MgcRacGAP GTPase-activating activity inhibitors, confirmation, biochemical, ADP Hunter fluorescence | MgcRacGAP-stimulated Rac1 GTP hydrolysis, ADP Hunter fluorescence; higher % means a stronger effect; GST-tagged Rac1 F28L mutant substrate | one-dose inhibition, % at 30 µM; IC50 in µM for titrated hits | 340,000 compounds, 0.6% hits | AID 624330;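 active means first-screen hits whose inhibition reached a set limit at any dose in the follow-up dose series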;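 further: fluorescence reports GDP produced by GAP-driven GTP hydrolysis; strong numbers were not always called active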
NTR1 ag: NTR1-driven beta-arrestin-GFP spot formation – imaging, U2OS cells, high content, primary screen (AID 493036) | P30989 | agonist mode | activation, % at 20 µM | 330,000 compounds, 0.17% hits;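 active means activation at or above 40% of the spot to cytoplasm intensity ratio, with at least 20 cells analyzed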;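 further: 0% = DMSO without peptide and 100% = 100 nM NTR1 peptide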
Target sequence (P30989 whole entry, looked up): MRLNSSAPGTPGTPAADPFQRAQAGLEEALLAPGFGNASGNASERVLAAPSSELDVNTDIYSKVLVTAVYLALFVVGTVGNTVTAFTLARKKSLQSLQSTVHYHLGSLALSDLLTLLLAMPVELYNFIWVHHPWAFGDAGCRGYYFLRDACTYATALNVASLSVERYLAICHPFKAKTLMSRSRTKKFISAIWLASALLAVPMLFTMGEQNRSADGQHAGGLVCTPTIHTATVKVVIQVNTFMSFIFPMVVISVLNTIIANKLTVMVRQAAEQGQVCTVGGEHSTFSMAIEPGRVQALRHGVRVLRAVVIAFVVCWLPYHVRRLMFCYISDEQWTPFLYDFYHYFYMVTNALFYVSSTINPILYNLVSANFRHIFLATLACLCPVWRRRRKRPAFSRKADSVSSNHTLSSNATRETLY
Lipid droplet: hepatic lipid droplet formation modulation | AML12 mouse hepatocytes, oleate lipid droplets, BODIPY imaging | inhibition, % at 6.5 µM | 240,000 compounds, 0.4% hits;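 active means lipid droplet intensity inhibited by at least 50%, with more than 500 cells counted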
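Technique: fluorescence imaging, 20x objective, two fields per well / Assay system: AML12 hepatocytes (mouse) / Measure: % inhibition of lipid droplet signal / Doses: 6.5 µM single-point dosing / Incubation: overnight exposure / Reagent: 100 µM oleic acid challenge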
Large T inhibition: SV40 large T antigen inhibitors, biochemical (AID 1903). 310,000 compounds, 0.39% hits. SV40 large T antigen ATPase/helicase inhibition assay; higher % means a stronger effect. one-dose inhibition, % at 20 µM; IC50 in µM for titrated hits; in the data active means a potency from the dose series; further: strong numbers were not always called active
GPR55 activation: selective activators of receptor GPR55 – imaging, U2OS cells, beta-arrestin-GFP redistribution, primary screen (AID 1961); U2OS GPR55 beta-arrestin-GFP redistribution imaging; higher % means a stronger effect; activation, % at 10 µM; hits with a dose series show EC50 in µM; 290,000 compounds, 0.048% hits;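 active means activation above 40% with more than 50 cells counted in the well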;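 further: U2OS osteosarcoma cells stably expressing GPR55 and beta-arrestin-GFP; plate controls were DMSO negative control for no effect and LPI positive control for full effect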
GPR35 arrestin U2OS: inhibition of zaprinast-stimulated GPR35 beta-arrestin translocation – imaging, U2OS, beta-arrestin-GFP, zaprinast agonist, primary screen (AID 2058); U2OS GPR35 beta-arrestin-GFP translocation imaging, zaprinast antagonism; higher % means a stronger effect; inhibition, % at 10 µM, or IC50 in µM where a hit was titrated; 290,000 compounds, 0.052% hits;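 active means inhibition of at least 50% with at least 30 cells and total cytoplasm GFP at most 10,000,000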
LYP inhibition: PTPN22 lymphoid phosphatase activity blockers – biochemical, fluorescence intensity, uHTS (AID 1779). recombinant LYP phosphatase, fluorescence intensity; higher % means a stronger effect. one-dose inhibition, % at 11.5 µM; IC50 in µM for titrated hits. 290,000 compounds, 0.054% hits; in the data active means inhibition above about 50%;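 further: plate controls were vehicle with enzyme for no effect and no enzyme for full effect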
GPR55 antagonists: GPR55 antagonists blocking LPI-driven arrestin recruitment, primary screen, imaging, U2OS, beta-arrestin-GFP, LPI agonist (AID 2013) | U2OS GPR55 beta-arrestin-GFP translocation imaging, LPI antagonism; higher % means a stronger effect | inhibition, % at 10 µM; hits with a dose series show IC50 in µM | 290,000 compounds, 0.13% hits;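 active means spots per cell inhibited over 60%, with over 100 cells counted and total cytoplasm intensity under 500,000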;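 further: U2OS cells stably carrying GPR55 and arrestin-GFP stimulated by 5 µM LPI near EC80; imaged beta-arrestin-GFP aggregate spots per cell after agonist stimulation; plate controls were LPI-stimulated DMSO wells for no effect and DMSO wells without LPI for full effect; some results filed as inactive read as strong as hits; confirmed hits need IC50 under 10 µM and bright autofluorescent wells are also inconclusive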
T cell modulator: modulates CD8 T cell binding to vesicles; 330,000 compounds, 0.068% hits; calls only at 7 µM; 2C CD8+ T cell-vesicle binding, flow cytometry; stronger effect = lower value; AID 2052;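 active means response, share of CD8 T cells binding vesicles, and their 90th percentile fluorescence all below set limits, cut at about 80% in these data, passing the limit was not always enough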
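incubation = binding step 1.5 h, 37 °C, antibody labelling 20 min, ice | test system = 2C mouse CD8+ T cells | read-out basis = percent CD8+ FL2 mean versus row control | controls = Peptide-free naked vesicles (low) and QL9 vesicles with 0.7% DMSO vehicle (high) | detection = flow cytometry of vesicle-bound cells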
Lipid droplet cells 6.5 µM: further read-out of Lipid droplet, marked with its call; cell count; measured here: cell count, cytotoxicity flag;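 cells counted across two imaged fields per well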
T cell modulator vesicle-bound %: recorded beside T cell modulator, whose call it bears; double positive events, %; measured here: CD8+ vesicle-bound cell fraction;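 binding gate set so that unloaded-vesicle control wells show 10% double positive cells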
NTR1 ag cell count 20 µM: also measured in NTR1 ag; calls as there; cell count; measured here: cell count, cytotoxicity flag
* marks the source's active call; other numbers are inactive results; i = inactive; . = no result given. Random draw from the library; overall some 1.8% were active at least once.

molecule	MgcRacGAP inhibition	NTR1 ag	NTR1 ag cell count 20 µM	Lipid droplet	Lipid droplet cells 6.5 µM	Large T inhibition	GPR55 activation	GPR35 arrestin U2OS	LYP inhibition	GPR55 antagonists	T cell modulator	T cell modulator vesicle-bound %
CC(=O)N1c2ccc(Cl)cc2C2OCCC2C1c1ccco1 (centres undefined)	4%	0.0	57	-1	679	9%	-0.2%	19%	-6%	16%	i	25
O=c1c2ccc(Cl)cc2[nH]c(=S)n1Cc1cccnc1	9%	0.5	72	.	.	-5%	0.8%	15%	-3%	-1%	i	45
CC(C(=O)N1CCN(C=O)CC1)N1C(=O)c2ccccc2C1=O (centres undefined)	14%	0.8	66	.	.	3%	-0.2%	5%	-4%	13%	i	49
Cc1cc(=O)oc2cc(NC(=O)c3cc([N+](=O)[O-])ccc3N3CCOCC3)ccc12	11%	-0.1	45	5	608	6%	-0.4%	-2%	0%	0%	i	23
CCN1CCN(CC(=O)Nc2sc3c(c2C#N)CCC3)CC1	-4%	1.0	79	-2	621	6%	-0.1%	22%	-5%	14%	i	39
O=c1c2c(-c3ccc([N+](=O)[O-])cc3)ccnc2[nH]n1-c1ccccc1	10%	0.5	90	1	407	-9%	0.0%	7%	-9%	-1%	i	33
COc1ccc(/C=C/C(=O)OCC(=O)Nc2cc(C(N)=O)cc(C(N)=O)c2)cc1	7%	-1.2	38	-1	700	2%	-0.1%	2%	5%	2%	i	36
Cc1ccc(CNC(=O)C2CCC(=O)N(CCc3ccccc3)C2)s1 (centres undefined)	8%	1.4	61	-8	705	14%	0.2%	-2%	-12%	10%	i	22
O=S(=O)(Nc1nc2ccccc2nc1Nc1cccc(S(=O)(=O)N2CCCCC2)c1)c1ccccc1	9%	21	56	2	656	22%	1.3%	-49%	4%	21%	i	45
C=CCn1c(=O)/c(=C/c2ccc(F)cc2)s/c1=C(\C#N)c1nnc2n1CCCCC2	2%	5.3	55	.	.	5%	-0.1%	-2%	-7%	-1%	i	65
CCC(NC(=O)c1cc(COc2ccc(C)nc2)on1)c1ccc(C)cc1 (centres undefined)	7%	0.2	93	-14	670	5%	0.0%	-4%	1%	8%	i	62
O=C(NC1CCCCC1)C1CCN(c2nnnn2-c2ccccc2)CC1	9%	-1.0	45	.	.	12%	0.1%	-13%	-8%	28%	i	48
CCOc1ccc2cc(C3CC(c4ccco4)=NN3S(C)(=O)=O)c(=O)[nH]c2c1 (centres undefined)	13%	2.2	55	-3	756	.	-0.1%	-5%	6%	6%	i	33
COC(=O)c1cn(NC(=O)c2ccncc2)c(=O)c2ccccc12	7%	3.0	71	17	780	11%	-0.1%	-2%	-10%	-11%	i	22
COC(=O)c1cc(C)sc1NC(=S)N1CCN(CCc2ccccc2)CC1	12%	5.5	60	-14	511	5%	-0.1%	4%	-2%	2%	i	15
CC(C)(C)c1ccccc1OCCOCCNCc1ccccc1	27%	1.5	49	-16	714	-1%	0.1%	6%	-6%	0%	i	44
COc1ccccc1C(=O)Nc1ccnn1C1CCN(CC2CC=CCC2)CC1 (centres undefined)	11%	0.5	50	1	717	5%	-0.2%	57%	-10%	6%	i	32
C=CCn1c(COc2cccc(C)c2C)nnc1SCC(=O)N1CCN(c2ccccc2)CC1	6%	5.4	49	2	678	16%	-0.3%	-1%	0%	-2%	i	41
COc1ccc(N2CCN(Cc3nc(-c4ccc(Cl)cc4Cl)no3)CC2)cc1	8%	5.4	84	-17	723	13%	-0.1%	-2%	-5%	3%	i	58
CSc1ccc(CN2CCN(CC=C(C)C)C(CCO)C2)cc1 (centres undefined)	10%	1.9	47	16	622	-2%	-0.1%	-13%	-7%	-1%	i	5
COc1ccccc1-c1ocnc1C(=O)Nc1ccc(N2CCOCC2)cc1N1CCOCC1	4%	-0.6	49	0	757	.	-0.1%	-27%	-12%	-7%	.	.
CCN(CCCNC(=O)CCn1c(=O)[nH]c2ccccc2c1=O)c1ccccc1	4%	2.6	80	10	774	16%	0.3%	0%	-5%	-4%	i	67
Cc1ccc(CNC(=O)/C=C/c2c(Cl)cccc2Cl)cc1	5%	3.7	41	20	654	-3%	0.1%	-2%	-3%	5%	i	48
COCCn1nnnc1C(c1cccs1)N1CCN(c2nc3ccccc3s2)CC1 (centres undefined)	10%	1.5	60	5	761	19%	-0.1%	13%	0%	-14%	i	12
O=C(NC12CC3CC(CC(C3)C1)C2)c1cc([N+](=O)[O-])ccc1Cl	3%	3.4	47	6	806	6%	-0.2%	0%	-7%	-2%	i	11
O=C(c1ccccc1)N(c1ccccc1)C1C=CS(=O)(=O)C1 (centres undefined)	6%	-0.5	53	.	.	15%	0.3%	26%	-8%	3%	i	37
COc1cccc(CNC(=O)COC(=O)C2CC3CCCC(C2)C3=O)c1 (centres undefined)	4%	-1.3	70	.	.	0%	.	.	.	.	i	46
CC(NC(=O)C1CCCN(S(=O)(=O)c2cnc[nH]2)C1)c1ccccc1 (centres undefined)	2%	2.3	50	.	.	15%	0.2%	11%	-6%	3%	i	40
C#CCn1c(=NC(=O)c2ccc(Cl)s2)sc2cccc(OC)c21	1%	9.0	55	-4	555	6%	-0.3%	-7%	-3%	6%	i	43
O=C(c1csc2c1CCCC2)N1CCN(c2ccccc2)CC1	8%	2.9	57	0	767	3%	-0.1%	-10%	1%	15%	i	9
OCC[C@H]1C[C@H](O)[C@@H](O)[C@@]2(OCc3ccccc32)O1	9%	4.2	50	.	.	7%	.	.	.	.	i	19
Clc1cccc(Nc2c3c(nc4ncnn24)CCC3)c1	5%	-0.9	77	4	676	9%	0.8%	7%	0%	-4%	i	60
COc1ccc(N2CCN(C(=O)c3ccc(F)cc3)CC2)c([N+](=O)[O-])c1	11%	-0.5	36	-14	733	9%	0.3%	-4%	3%	-4%	i	54
Clc1ccc(Cn2ccc(-c3ccc4c(c3)OCO4)n2)cc1Cl	4%	3.2	88	.	.	6%	0.0%	2%	-2%	5%	i	39
COc1ccc(Cn2nnnc2C(CC(C)C)N2CCN(c3ccccc3)CC2)cc1 (centres undefined)	-7%	2.3	61	.	.	-1%	0.4%	-6%	-3%	-7%	i	40
O=C(NCc1ccccc1)C1CCCN1C(=O)Nc1ccccc1[N+](=O)[O-] (centres undefined)	-5%	0.7	62	.	.	9%	-0.1%	1%	-18%	13%	i	58
CCOC(=O)C1=C(C)NC(=S)NC1c1cc(C)sc1C (centres undefined)	7%	4.0	57	3	559	16%	-0.1%	13%	-2%	-4%	i	33
COc1ccc(N(CC(=O)NCc2ccccn2)S(=O)(=O)c2ccccc2[N+](=O)[O-])c(OC)c1	2%	1.4	36	-7	742	16%	-0.1%	0%	-2%	2%	i	49
CCN(C(=O)C1CCN(c2nc(-c3ccc(OC)cc3)no2)CC1)c1ccc(OC)cc1	-1%	2.3	74	0	741	13%	0.7%	22%	-4%	16%	i	45
O=C(CCCN1C(=O)c2ccccc2C1=O)Nc1ccc(Br)cn1	5%	0.3	53	4	737	9%	0.0%	-9%	1%	-5%	i	23
CCOC(=O)c1ccc(NC(=O)COc2ccc(-n3cnnn3)cc2)cc1	12%	0.1	39	2	682	7%	0.8%	-11%	1%	1%	i	13
c1ccc(SCc2cc(-c3ccccc3)no2)cc1	0%	1.4	42	-2	642	0%	-0.1%	-13%	-3%	-5%	i	30
N#C/C(=C\Nc1ccccc1O)c1nc2ccccc2o1	10%	.	.	-22	557	12%	-0.3%	9%	5%	3%	i	31
CC(=O)c1cccc(NC(=O)C(=O)Nc2cccc3ccccc23)c1	10%	1.5	61	-2	683	8%	-0.1%	1%	-8%	-7%	i	27
CCOC(=O)C(CC(C)C)CP(=O)(O)CNC(=O)OCc1ccccc1 (centres undefined)	-2%	2.1	49	.	.	-4%	0.1%	1%	-12%	-19%	i	22
C=CCN1C(=O)c2ccc(C(=O)OCC(=O)Nc3ccc(S(N)(=O)=O)cc3)cc2C1=O	5%	0.6	92	.	.	12%	.	.	.	.	i	46
COc1ccc(CN2CCN(C(=O)c3cc(-c4cccnc4)nc4ccc(Cl)cc34)CC2)c(OC)c1OC	1%	1.6	57	.	.	0%	-0.1%	-6%	-3%	6%	i	43
CCCN(CC1CC1)C(=S)NC(=O)C1CC1	9%	-1.1	49	1	661	14%	-0.5%	2%	6%	7%	i	48
Fc1cc(F)c2nc(N3CCCC3)sc2c1	11%	2.9	67	18	718	4%	0.4%	-6%	-7%	5%	i	24
CCCNC(=S)N1CCC(n2cnc3ccccc32)CC1	-3%	-0.5	25	0	637	3%	-0.1%	12%	-7%	8%	i	24
Cc1cc(NO)c(C(C)C)cc1N=O	9%	-1.4	69	-4	325	7%	0.1%	6%	-1%	-2%	i	32
COc1ccc(CN2[C@@H](CC(=O)O)c3cc(C(F)(F)F)ccc3S2(=O)=O)cc1	6%	0.2	100	.	.	10%	.	.	.	.	i	4

Retrieved by structure from the entries so far, 4 records:
molecule	MgcRacGAP inhibition	NTR1 ag	NTR1 ag cell count 20 µM	Lipid droplet	Lipid droplet cells 6.5 µM	Large T inhibition	GPR55 activation	GPR35 arrestin U2OS	LYP inhibition	GPR55 antagonists	T cell modulator	T cell modulator vesicle-bound %
Cc1cc(=O)oc2cc(NC(=O)c3cc([N+](=O)[O-])ccc3N3CCOCC3)ccc12	11%	-0.1	45	5	608	6%	-0.4%	-2%	0%	0%	i	23
COc1ccc(N2CCN(C(=O)c3ccc(F)cc3)CC2)c([N+](=O)[O-])c1	11%	-0.5	36	-14	733	9%	0.3%	-4%	3%	-4%	i	54
COc1ccc(N2CCN(Cc3nc(-c4ccc(Cl)cc4Cl)no3)CC2)cc1	8%	5.4	84	-17	723	13%	-0.1%	-2%	-5%	3%	i	58
N#C/C(=C\Nc1ccccc1O)c1nc2ccccc2o1	10%	.	.	-22	557	12%	-0.3%	9%	5%	3%	i	31
